# TIM10 inh – inhibits growth of TIM10 yeast strain; S. cerevisiae TIM10 strain growth, BacTiter-Glo luminescence, 24 h; inhibition, % at 10 µM; 330,000 tested, 1.4% active; AID 463195;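 active = inhibition of 40% or more at the single tested concentration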;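 also: wild-type TIM10 isogenic control strain grown at permissive 25 °C; 0% = DMSO yeast wells and 100% = minimal medium wells without yeast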
# hIAP activ – human IAP activation | P09923 | purified human IAP, CDP-Star luminescence, 30 min; hits give high values; 1 = vehicle-only enzyme, 0 = enzyme-free background | activation factor at 10 µM | 330,000 tested, 0.16% active | AID 2524;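 active = activation factor of the enzyme at least 2-fold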; also: the source names both 10 and 20 µM as test concentration; values of inactives mirror those of a sister screen read the other way
# Target sequence (P09923 whole entry, looked up): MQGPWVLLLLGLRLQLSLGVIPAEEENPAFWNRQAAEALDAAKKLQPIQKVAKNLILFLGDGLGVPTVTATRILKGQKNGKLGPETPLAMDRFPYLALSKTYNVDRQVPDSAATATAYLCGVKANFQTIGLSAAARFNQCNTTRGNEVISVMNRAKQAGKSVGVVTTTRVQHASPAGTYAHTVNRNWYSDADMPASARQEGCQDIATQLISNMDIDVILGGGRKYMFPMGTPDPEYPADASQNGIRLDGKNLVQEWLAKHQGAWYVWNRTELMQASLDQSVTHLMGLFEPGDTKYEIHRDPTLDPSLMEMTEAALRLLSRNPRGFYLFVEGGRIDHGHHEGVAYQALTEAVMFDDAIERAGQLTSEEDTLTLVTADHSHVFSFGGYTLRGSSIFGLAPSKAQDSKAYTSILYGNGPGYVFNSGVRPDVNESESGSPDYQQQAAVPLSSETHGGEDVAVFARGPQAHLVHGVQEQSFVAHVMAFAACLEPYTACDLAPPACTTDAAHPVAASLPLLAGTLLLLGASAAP
# ATG4B inh – inhibitors of human ATG4B cysteine protease; Q9Y4P1; ATG4B cleavage of LC3-PLA2, NBD-HPC fluorescence, 1 h; inhibition, % at 8.33 µM; 340,000 tested, 0.51% active; AID 504462; in the data active = inhibition above about 40%
# Target sequence (Q9Y4P1 whole entry, looked up): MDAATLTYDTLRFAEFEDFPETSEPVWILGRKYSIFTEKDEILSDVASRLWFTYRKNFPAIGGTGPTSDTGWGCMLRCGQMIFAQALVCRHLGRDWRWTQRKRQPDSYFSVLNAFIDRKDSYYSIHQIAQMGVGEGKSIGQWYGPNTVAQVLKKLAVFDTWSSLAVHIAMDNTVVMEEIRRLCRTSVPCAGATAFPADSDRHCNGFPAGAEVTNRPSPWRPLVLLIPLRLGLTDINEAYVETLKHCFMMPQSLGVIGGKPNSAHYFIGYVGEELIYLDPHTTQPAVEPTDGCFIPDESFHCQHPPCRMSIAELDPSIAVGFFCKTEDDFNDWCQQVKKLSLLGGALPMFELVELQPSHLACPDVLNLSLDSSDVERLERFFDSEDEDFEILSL
# Apaf-1 inh – inhibitors of human Apaf-1 apoptosome. reconstituted apoptosome caspase-3 activity, DEVD-Rh110 fluorescence. 330,000 tested, 0.71% active. O14727. inhibition, % at 20 µM; active = inhibition of at least 40% at 20 µM;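 also: plate controls were DMSO wells for no effect and DEVD-CHO caspase inhibitor wells for full effect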
#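 Assay system: Apoptosome proteins | Medium: pH 7.5 Hepes buffer with CHAPS, BSA, DTT | Also added: Cytochrome c and DEVD-Rh110 substrate | Times: 30 min plus 50 min, RT | Detection: Rhodamine 110 fluorescence at Ex 480/Em 540 nm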
# hIAP block – human IAP inhibition. purified IAP, CDP-Star luminescence, 30 min. 330,000 tested, 0.12% active. P09923. inhibition, % at 10 µM;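 active = inhibition reaching a set limit with compound at 10 µM in the primary screen, cut at about 35% in these data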;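 also: plate controls were DMSO wells with enzyme for no effect and no-enzyme buffer wells for full effect; values of inactives mirror those of a sister screen read the other way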
# mIAP act – increases mouse intestinal alkaline phosphatase activity | muIAP, CDP-Star luminescence, 30 min; hits give high values; 1 = vehicle-only enzyme signal, 0 = enzyme-free wells | activation factor at 10 µM | 330,000 tested, 0.24% active | AID 2805;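 active = activation factor of at least 2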; also: the source names both 10 and 20 µM as test concentration; values of inactives mirror those of a sister screen read the other way
#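 Assay system: mouse IAP enzyme / Compound: DMSO-dissolved test compounds / Timing: 30 min, room temperature / Measured by: luminescence from enzymatic CDP-Star hydrolysis / Control set: DMSO-only wells, enzyme-free buffer wells as negative control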
# NLRP3 yeast inh – blocks the NALP3 inflammasome reconstituted in yeast; Yeast reconstituted NLRP3/ASC/caspase-1, beta-gal luminescence, 24 h; inhibition, % at 10 µM; 330,000 tested, 0.39% active;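 active = inhibition of 50% or more; inactive = inhibition below 50%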;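 also: plate controls were induced DMSO wells for no effect and uninduced yeast grown without galactose for full effect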
# tim10-1 inh – inhibits growth of tim10-1 mutant yeast; 330,000 tested, 2.2% active; S. cerevisiae tim10-1 ts strain growth, BacTiter-Glo, 24 h; inhibition, % at 20 µM;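 active = inhibition of at least 40%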;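 also: mutant grown at 25 °C; 0% = DMSO wells with yeast and 100% = wells holding no yeast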
# mIAP inh – mouse IAP inhibition; AID 2806; inhibition, % at 10 µM; 330,000 tested, 0.2% active; purified mouse IAP, CDP-Star luminescence, 30 min;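 active = inhibition of at least 40% at 10 µM in the primary screen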;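 also: plate controls were DMSO with enzyme for no effect and no enzyme wells for full effect; values of inactives mirror those of a sister screen read the other way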
# The depositor's hits bear a star; x = no result given.
SMILES,TIM10 inh,hIAP activ,ATG4B inh,Apaf-1 inh,hIAP block,mIAP act,NLRP3 yeast inh,tim10-1 inh,mIAP inh
O=C(c1ccccc1)N1CCN(C(=O)c2ccc(OC(F)(F)F)cc2)CC1,-7,1.1,-7,-3,-15,1,13,-12,-4
C=CCOc1ccc(C2C(C(=O)c3ccco3)=C(O)C(=O)N2c2nnc(C)s2)cc1 (centres undefined),9,0.9,-2,-25,10,1.1,0,7,-7
CC(=O)N(CN1C(=O)C2C3C=CC(C3)C2C1=O)c1cccc(Cl)c1 (centres undefined),6,1.1,6,-6,-7,1,5,-3,-1
Cc1ccc(S(=O)(=O)Nc2cc(=O)[nH]c(SCc3ccccc3Cl)n2)cc1,-8,1.1,-1,2,-15,1.1,16,1,-12
CCOC(=O)CC1C(=O)NCCN1c1nc2ccc(C)cn2c(=O)c1/C=C1\SC(=S)N(C(C)CC)C1=O (centres undefined),13,1.1,x,23,-14,0.7,26,3,30
Cc1oc2c(c(C)cc3oc(=O)c(CC(=O)N[C@H](C(=O)O)C(C)C)c(C)c32)c1C,12,0.96,6,-20,4,0.98,-11,6,2
O=C(NCCCNCCCNC(=O)c1ccc(/C=N/O)nc1)c1ccc(/C=N/O)nc1,-16,1.1,-1,-7,-12,1.1,3,-10,-12
O=C(Nc1ccc(Oc2ccccc2)nc1)C1CCN(Cc2ccccc2)CC1,-81,0.97,0,17,2,1.3,19,-40,-26
CCOC(=O)c1cnc2c(C)cccc2c1NCCCN1CCOCC1,-10,1.1,0,-10,-6,1,3,2,-2
O=c1[nH]nc(-c2ccc(F)cc2)cc1Cc1ccccc1,-11,0.95,6,-6,4,1,-25,-49,-4
CSc1ccc(CN(C)CCc2ccccn2)cc1,-6,1.2,5,3,-17,1.1,8,-9,-12
CCCOc1ccc(C2C(C(=O)c3cc4ccccc4o3)=C(O)C(=O)N2c2cc(C)on2)cc1 (centres undefined),8,0.89,-2,10,11,0.76,14,30,24
CCCCCc1ccc(OCCCC[n+]2ccc(C)cc2)c(CCCCC)c1,-240,0.87,16,56*,13,0.89,27,-6,11
COC(=O)C1CCN(C(=O)CSc2nnc(-c3ccncc3)o2)CC1,2,1.1,-1,-1,-13,0.96,12,9,4
Cc1cc(Br)c(NC(=O)COC(=O)c2ccc[n+]([O-])c2)c(Br)c1,-1,0.89,-7,-4,11,0.92,-3,10,8
O=C(COC(=O)c1ccccc1O)NCCCc1ccccc1,8,1,15,-9,-1,1,23,-1,-4
COc1nc(NCCO)nc(Nc2cc(Cl)ccc2OC)n1,8,0.96,-7,-9,4,1.1,12,15,-6
COc1ccccc1C(=O)N/C(=C/c1cccc([N+](=O)[O-])c1)C(=O)Nc1cccc(C(=O)O)c1,1,1.2,8,8,-20,1,12,15,-4
Cc1nc2ccccc2n1/N=C/c1ccc([N+](=O)[O-])o1,78*,0.77,1,-18,23,0.97,4,74*,3
CCCCC(=O)Nc1nnc(SCC(=O)NCC2CCCO2)s1 (centres undefined),-8,1.1,-9,5,-12,1.1,8,-17,-6
O=C(CN(CCc1ccccc1)S(=O)(=O)c1ccc(Br)cc1)N/N=C/c1ccccc1C(=O)O,-2,1.1,-6,19,-6,0.91,1,12,9
COC(=O)c1sccc1NC(=O)CN(C)NS(=O)(=O)c1ccc(Cl)cc1,17,1,-20,2,-3,0.98,-2,19,2
COc1nc(-c2ccccc2)cc(-c2ccc3c(c2)OCO3)c1C#N,13,1,1,4,-2,0.94,21,13,6
Cc1ccc(C2(C)NC(=O)N(CC(=O)N3CCN(S(=O)(=O)c4cccc([N+](=O)[O-])c4)CC3)C2=O)cc1 (centres undefined),2,0.98,-55,4,2,1.1,17,-5,-11
CN(C)C(=N)c1n[nH]nc1SCc1ccccc1,-8,1,-8,-20,-4,1.1,0,10,-6
COc1cc(NC(=O)CSc2ccc(-c3cccnc3)nn2)cc(OC)c1,-11,1.3,-8,-1,-25,0.95,3,5,4
C[C@]12CC[C@@H]3c4ccc(O)cc4C(=O)C[C@H]3[C@@H]1CC[C@@H]2O,0,0.97,-4,-8,3,1,29,7,-4
O=S(=O)(Nc1ccc(N2CCCCC2)cc1)c1ccc(F)c(F)c1,7,1,11,10,0,1,22,12,0
CCCOc1ccc(C(=O)CCC(=O)OCC(=O)Nc2ccc(OCC)cc2)cc1,5,0.99,x,-5,1,0.93,16,-12,7
COCCOC(=O)C1=C(C)NC(=O)N(C(C)=O)C1c1ccc(Cl)cc1 (centres undefined),-13,0.9,-14,-23,10,1,6,-1,-2
CCn1nc(C)c(NC(=O)c2cnn3c(C(F)F)cc(-c4ccccc4)nc23)c1C,19,0.98,-10,20,2,0.99,1,42*,1
CN(C)c1ccc(N=Cc2cccn2C)cc1,0,0.86,0,39,14,0.94,25,14,6
COc1cccc(CN(C)C(=O)c2ccccc2Sc2ccccc2C#N)c1OC,4,1,-3,22,-3,1,10,16,-3
CCOc1ccc(/C=C(\C#N)C(=O)Nc2cccnc2)cc1,-6,1,4,-4,-4,0.94,14,-7,6
CCCCc1ccc(NC(=O)CSc2nc(=O)n(CCN(CC)CC)c3c2CCC3)cc1,5,0.91,4,28,9,0.93,1,6,7
CCOc1ccc(S(=O)(=O)N(CC(=O)NCc2cccnc2)c2ccc(F)cc2)cc1,-4,0.91,2,7,9,1,21,-1,-4
Cc1onc(-c2ccc(Cl)cc2)c1-c1ccnn1S(=O)(=O)c1cccc(C(F)(F)F)c1,16,1.2,-9,3,-24,0.95,-1,22,5
O=C(NCC(=O)N(Cc1ccccc1)C(C(=O)NC1CCCC1)c1ccncc1)c1ccco1 (centres undefined),-27,1,-11,-1,-3,1,5,12,-1
COc1ccc(-n2nc(C(=O)NCC(=O)N3CCN(c4ccccn4)CC3)c3ccccc3c2=O)cc1,22,0.9,-1,0,10,0.99,4,30,1
Cc1cc(C(=O)N(CCC#N)Cc2cccs2)no1,12,1.1,-5,-22,-8,0.97,-9,3,3
CC1(c2ccccc2)NC(=O)N(CC(=O)N2CC(=O)Nc3ccccc32)C1=O (centres undefined),-7,1.2,-9,-8,-15,1.1,6,-2,-6
Cc1ccc(C(=O)Nc2c(-c3cccs3)c(=O)c3ccccc3n2C)cc1,11,1,8,-9,-2,0.99,9,21,0
CC(C)Cn1c(CN2CCN(C(=O)c3ccco3)CC2)nc2c1c(=O)n(C)c(=O)n2C,6,1.1,-13,-6,-8,1,5,6,-4
Cc1cc(Cl)ccc1OC(C)C(=O)Nc1ccc([N+](=O)[O-])cn1 (centres undefined),3,0.86,-2,21,14,0.97,24,15,3
COc1ccc(N(C(=O)COc2ccc(F)cc2)S(=O)(=O)c2ccc(C)cc2)cc1,20,1.1,2,4,-8,1.1,7,20,-6
COC(=O)c1[nH]c2cc(OC)ccc2c1NC(=O)CN1CCOCC1,20,1,x,-10,-1,0.9,2,-2,10
O=C(c1nc2ccc(Cl)cn2c1CN1CCCC(CO)C1)N1CCc2ccccc2C1 (centres undefined),8,1.2,1,-4,-17,0.95,13,18,5
CCOc1cc(N2CCOCC2)c(OCC)cc1NC(=O)c1nn(CC)c(=O)c2ccccc12,9,0.88,-10,31,12,0.87,19,18,13
CN(C(=O)c1ccc(OC2CCN(CCc3ccccc3)CC2)cc1)C1CCOCC1,7,1.1,-5,-4,-9,1,-8,8,0
COc1ccc(C2N(c3cccc(Cl)c3)C(=O)C3CCCN32)cc1 (centres undefined),4,0.9,-8,1,10,0.9,15,-5,10

# Laid out differently: two of the compounds above.
mol | TIM10 inh | hIAP activ | ATG4B inh | Apaf-1 inh | hIAP block | mIAP act | NLRP3 yeast inh | tim10-1 inh | mIAP inh
COC(=O)c1[nH]c2cc(OC)ccc2c1NC(=O)CN1CCOCC1 | 20 | 1 | x | -10 | -1 | 0.9 | 2 | -2 | 10
COc1ccc(N(C(=O)COc2ccc(F)cc2)S(=O)(=O)c2ccc(C)cc2)cc1 | 20 | 1.1 | 2 | 4 | -8 | 1.1 | 7 | 20 | -6

# (list continues)
SMILES,TIM10 inh,hIAP activ,ATG4B inh,Apaf-1 inh,hIAP block,mIAP act,NLRP3 yeast inh,tim10-1 inh,mIAP inh
CC(C)(C)c1nc(Sc2ccc([N+](=O)[O-])cn2)n[nH]1,16,0.99,12,-21,1,1,15,5,-1
CC(C)c1ccc(C2CC(=O)N3CN(Cc4ccco4)CSC3=C2C#N)cc1 (centres undefined),1,1,5,2,-4,0.94,24,19,6
CCOC(=O)C1CCN(c2ncnc3c(C)csc23)CC1,-9,0.97,5,-20,3,0.91,39,-16,9
CCOC(=O)/C(=N\Nc1ccc(Br)cc1)N1CC(C)OC(C)C1 (centres undefined),3,1.1,-6,-4,-5,1,27,-62,-4
COc1ccc(S(=O)(=O)N2CCN(Cc3ccccc3)CC2)c(C)c1,4,1.3,-2,9,-26,1,17,12,-4
CCOc1ccc(NC(=S)Nc2ccc(OC(F)(F)F)cc2)cc1,13,0.9,-9,-8,10,1.1,24,8,-10
Cn1nc(C(=O)NNC(=O)c2ccccc2Br)c2ccccc2c1=O,2,1.1,0,4,-11,0.86,14,-2,14
Cc1ccccc1Nc1nc(N)nc(-c2oc3ccccc3c2C)n1,-3,0.98,12,14,2,0.91,20,2,9
CCN(Cc1ccccc1)C(=O)CCNS(=O)(=O)c1cc(Br)cnc1N,14,1.1,-2,4,-7,0.98,0,29,2
COc1ccc(C(=O)NC2CCCc3c2cnn3-c2cccc(C)c2C)c(OC)n1 (centres undefined),26,0.86,8,31,14,0.95,14,28,5
Cc1cc(C)cc(N2CN=C3SCC(=O)N3C2)c1,11,0.93,-3,-7,7,1,-4,-10,-2
Cc1ccc(C(C)NC(=O)c2cccnc2)cc1 (centres undefined),11,0.9,-4,-18,10,0.98,8,-2,2
CN1CCN(c2ccc(C(CC(N)=O)NC(=O)Cc3cccc4ccccc34)cc2[N+](=O)[O-])CC1 (centres undefined),4,1.1,-6,-7,-8,0.72,13,-7,28
O=C(CS(=O)(=O)c1ccc(F)cc1)Nc1nnc(-c2ccccc2Cl)o1,-10,1,-9,1,-2,0.94,1,-10,6
COc1cccc(N2CCN(c3ncnc4c3[nH]c3ccc(F)cc34)CC2C)c1 (centres undefined),4,1,-10,12,-3,1.2,47,19,-24
COc1cccc(NS(=O)(=O)c2ccc3[nH]cc(C(=O)NCCN4CCOCC4)c(=O)c3c2)c1,-12,1.1,-4,-17,-9,0.93,2,7,7
CC1CC(Nc2ccccc2)c2ccccc2N1C(=O)c1cccnc1 (centres undefined),13,0.95,-6,-8,5,0.92,15,11,8
O=c1c2sccc2[nH]c(=S)n1-c1ccccc1,-13,0.92,2,-22,8,0.97,8,10,3
COc1ccc(N/C=C(\C#N)c2ccc(OCCCF)cc2)cc1,12,1,-4,2,-2,0.97,7,14,2
Cc1ccc2nc(C)cc(C(=O)N3CCCC(CO)(Cc4ccccc4C)C3)c2c1 (centres undefined),13,0.85,-7,12,15,0.95,19,30,5
Cc1ccc(NC(=O)COC(=O)c2ccc(-n3cnnn3)cc2)c(Br)c1,3,0.9,-4,-1,10,0.96,8,-16,4

# Ordered by length of the SMILES (ascending): 3 of the compounds above.
SMILES,TIM10 inh,hIAP activ,ATG4B inh,Apaf-1 inh,hIAP block,mIAP act,NLRP3 yeast inh,tim10-1 inh,mIAP inh
Cc1cc(C)cc(N2CN=C3SCC(=O)N3C2)c1,11,0.93,-3,-7,7,1,-4,-10,-2
COc1cccc(NS(=O)(=O)c2ccc3[nH]cc(C(=O)NCCN4CCOCC4)c(=O)c3c2)c1,-12,1.1,-4,-17,-9,0.93,2,7,7
CN1CCN(c2ccc(C(CC(N)=O)NC(=O)Cc3cccc4ccccc34)cc2[N+](=O)[O-])CC1 (centres undefined),4,1.1,-6,-7,-8,0.72,13,-7,28
